Bioassay records: PubChem, Sanford-Burnham Center for Chemical Genomics
MPTP inh – blocks calcium-induced mitochondrial swelling. isolated mouse mitochondria, Ca2+ swelling absorbance, 30 min. inhibition, % at 10 µM. 360,000 compounds, 1.4% hits;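 active means inhibition of 50% or more, scaled per plate between neutral and stimulator controls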;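 further: 0% = DMSO wells given calcium and 100% = 1 mM EGTA wells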
A3G deaminase – inhibitors of human APOBEC3G DNA deaminase; 330,000 compounds, 0.28% hits; recombinant A3G, ssDNA deamination FAM/TAMRA fluorescence; inhibition, % at 20 µM; Q9HC16;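 active means inhibition of at least 40% at 20 µM, with no more than 30% in the related APOBEC3A deaminase screen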;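 further: plate controls were DMSO wells with A3G for no effect and wells lacking A3G enzyme for full effect; some compounds called inactive have numbers as strong as hits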
Gli-Sufu block – antagonists of Gli-Sufu signaling; Sufu-KO-LIGHT fibroblasts, Gli luciferase reporter luminescence; inhibition, % at 5 µM; 340,000 compounds, 0.74% hits;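 active means inhibition above about 55%, limit read from the data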;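 further: 0% = DMSO-treated cells and 100% = wells with medium but no cells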
A3A deaminase – human APOBEC3A DNA deaminase inhibition; 330,000 compounds, 0.41% hits; inhibition, % at 20 µM; recombinant A3A, FAM/TAMRA ssDNA deamination fluorescence;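 active means at least 40% inhibition at 20 µM here, with at most 30% in a related deaminase screen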;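 further: plate controls were A3A with DMSO for no effect and wells lacking A3A enzyme for full effect; some results filed as inactive read as strong as hits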
Target sequence (P31941 whole entry, looked up): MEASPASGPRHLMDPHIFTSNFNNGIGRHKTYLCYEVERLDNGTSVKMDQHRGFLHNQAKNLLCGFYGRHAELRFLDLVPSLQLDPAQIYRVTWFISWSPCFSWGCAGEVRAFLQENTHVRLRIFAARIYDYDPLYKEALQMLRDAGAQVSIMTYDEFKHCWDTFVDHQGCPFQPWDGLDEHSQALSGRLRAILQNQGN
CCR6 antagonist – blocks CCL20-driven beta-arrestin recruitment at human CCR6 | inhibition, % at 20 µM | CHO-K1 CCR6 PathHunter beta-arrestin, luminescence, CCL20-stimulated | 340,000 compounds, 0.49% hits;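 active means compounds whose inhibition of the agonist-driven luminescence signal at 20 µM reaches about 50%, limit read from the data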;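 further: cells stimulated with CCL20 at 14 nM final; plate controls were DMSO with CCL20 for no effect and DMSO without agonist for full effect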
Target sequence (P51684 whole entry, looked up): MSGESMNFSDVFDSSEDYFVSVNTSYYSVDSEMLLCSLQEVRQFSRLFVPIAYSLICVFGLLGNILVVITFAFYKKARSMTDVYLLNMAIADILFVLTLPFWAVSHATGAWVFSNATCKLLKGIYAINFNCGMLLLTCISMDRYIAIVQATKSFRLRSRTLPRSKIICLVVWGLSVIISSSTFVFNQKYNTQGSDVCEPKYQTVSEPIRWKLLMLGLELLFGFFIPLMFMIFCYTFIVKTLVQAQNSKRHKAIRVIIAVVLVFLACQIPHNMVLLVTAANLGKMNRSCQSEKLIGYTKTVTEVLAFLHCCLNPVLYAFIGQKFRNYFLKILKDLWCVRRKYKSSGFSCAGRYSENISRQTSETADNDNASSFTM
NR3A LBD binder – modulators (binders) of human NR3A ligand-binding domain; NR3A LBD differential scanning fluorimetry, Tm shift; 0% = protein alone, 100% = glycine-bound protein; Tm shift relative to glycine control, % at 25 µM; 340,000 compounds, 2.5% hits;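 active means melting temperature shift of at least 10% of the positive control shift, at one fixed dose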
EBI2 antag – EBI2 (human) antagonism | EBI2 beta-arrestin recruitment, luminescence, 7a,25-OHC stimulated | inhibition, % at 5 µM | 360,000 compounds, 0.81% hits | AID 651636 | P32249; in the data active means inhibition above about 38%;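 further: enzyme fragment complementation signal reports receptor beta-arrestin coupling in cells; 0% = agonist plus DMSO wells and 100% = wells without agonist; some results beyond the cut were filed as inactive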
CXCR6 inh – inhibitors of human CXCR6 receptor. 360,000 compounds, 0.36% hits. CHO-K1 PathHunter CXCR6 beta-arrestin, luminescence. AID 602244. O00574. inhibition, % at 20 µM; in the data active means inhibition above about 34%, passing the limit was not always enough;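 further: antagonist mode with CXCL16 agonist at 10 nM final; 0% = 10 nM CXCL16 with DMSO and 100% = unstimulated wells without agonist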
Target sequence (O00574 whole entry, looked up): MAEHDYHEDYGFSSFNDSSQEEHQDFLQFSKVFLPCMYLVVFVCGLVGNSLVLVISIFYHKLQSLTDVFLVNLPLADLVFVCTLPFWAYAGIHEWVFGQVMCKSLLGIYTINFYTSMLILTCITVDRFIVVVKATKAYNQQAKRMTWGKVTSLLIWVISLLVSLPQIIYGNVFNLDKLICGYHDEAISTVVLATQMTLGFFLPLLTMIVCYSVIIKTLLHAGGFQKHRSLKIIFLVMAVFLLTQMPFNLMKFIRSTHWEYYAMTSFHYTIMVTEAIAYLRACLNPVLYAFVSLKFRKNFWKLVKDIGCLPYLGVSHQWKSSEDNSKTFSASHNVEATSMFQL
* hit, by the source's call; . = no result given. Hits appear at their usual frequency; any-hit rate near 5.8%.

SMILES	MPTP inh	A3G deaminase	Gli-Sufu block	A3A deaminase	CCR6 antagonist	NR3A LBD binder	EBI2 antag	CXCR6 inh
Cc1cnc(NC(=O)Cc2ccc(C)c(C)c2)s1	-1.3	-8	22	-1	17	0	-3	1
COc1ccc(C(=O)NCCCn2cccn2)cc1OC1CCN(C(C)=O)CC1	-1.5	-8	-5	-4	-3	2	-9	-11
COc1cc2c(cc1OC)C(c1ccccc1)N(C(=O)c1ccco1)CC2 (stereo not given)	0.0	-10	8	-2	7	0	7	15
COc1ccccc1N1CCN(CC(=O)c2c(N)n(C)c(=O)n(C)c2=O)CC1	-2.5	1	16	4	0	-1	-9	-6
Cc1nc2cc(C(=O)O)ccc2n1C1CCCCC1	-1.0	-2	17	-2	-3	4	-3	-9
Cc1cc(-n2c(C)cc(C(=O)CCl)c2C)no1	0.2	-1	-20	1	6	-1	1	-8
CCOc1ccc(CCNC(=O)c2cccc(S(=O)(=O)N3CCCC3)c2)cc1OCC	0.2	-6	-3	-4	10	-1	-3	-5
NNC(=O)c1cc(C2CC2)nc2ccc(Br)cc12	0.2	-1	-1	-1	-8	2	-5	-5
CC(=O)Nc1ccc(S(=O)(=O)Nc2nc3ccccc3nc2Nc2cccc(S(N)(=O)=O)c2)cc1	0.7	-4	3	-2	4	8	1	3
CCOc1ncccc1C(=O)Nc1ccc(S(=O)(=O)Nc2nc(C)cc(C)n2)cc1	-0.5	-7	-12	-1	0	-1	-7	-4
Cc1ccccc1OCC(=O)NCCCNC(=O)c1cccnc1	-3.3	-10	24	-3	19	-4	-9	-5
CC(=O)c1ccc(N2CCN(C(=O)/C=C/c3ccc(S(=O)(=O)N4CCOCC4)cc3)CC2)cc1	-0.5	-10	27	-2	11	-1	2	-8
CCNC(=S)NCc1ccc(OC)c(OC)c1	1.3	-2	-7	-1	2	-3	-4	-2
Clc1cccc(CN2CCN(c3nc4nonc4nc3NC3CC3)CC2)c1	1.9	-8	15	-2	16	0	-12	3
Cc1ccc(NC(=O)CSc2n[nH]c(C)c2[N+](=O)[O-])cc1C	40	-9	1	-2	12	19*	-2	-3

Some of these compounds in order of heavy-atom count, low to high:
SMILES	MPTP inh	A3G deaminase	Gli-Sufu block	A3A deaminase	CCR6 antagonist	NR3A LBD binder	EBI2 antag	CXCR6 inh
CCNC(=S)NCc1ccc(OC)c(OC)c1	1.3	-2	-7	-1	2	-3	-4	-2
NNC(=O)c1cc(C2CC2)nc2ccc(Br)cc12	0.2	-1	-1	-1	-8	2	-5	-5
Cc1nc2cc(C(=O)O)ccc2n1C1CCCCC1	-1.0	-2	17	-2	-3	4	-3	-9
Cc1ccc(NC(=O)CSc2n[nH]c(C)c2[N+](=O)[O-])cc1C	40	-9	1	-2	12	19*	-2	-3
Cc1ccccc1OCC(=O)NCCCNC(=O)c1cccnc1	-3.3	-10	24	-3	19	-4	-9	-5
Clc1cccc(CN2CCN(c3nc4nonc4nc3NC3CC3)CC2)c1	1.9	-8	15	-2	16	0	-12	3
COc1ccccc1N1CCN(CC(=O)c2c(N)n(C)c(=O)n(C)c2=O)CC1	-2.5	1	16	4	0	-1	-9	-6
COc1ccc(C(=O)NCCCn2cccn2)cc1OC1CCN(C(C)=O)CC1	-1.5	-8	-5	-4	-3	2	-9	-11
CCOc1ncccc1C(=O)Nc1ccc(S(=O)(=O)Nc2nc(C)cc(C)n2)cc1	-0.5	-7	-12	-1	0	-1	-7	-4
CCOc1ccc(CCNC(=O)c2cccc(S(=O)(=O)N3CCCC3)c2)cc1OCC	0.2	-6	-3	-4	10	-1	-3	-5
CC(=O)c1ccc(N2CCN(C(=O)/C=C/c3ccc(S(=O)(=O)N4CCOCC4)cc3)CC2)cc1	-0.5	-10	27	-2	11	-1	2	-8
CC(=O)Nc1ccc(S(=O)(=O)Nc2nc3ccccc3nc2Nc2cccc(S(N)(=O)=O)c2)cc1	0.7	-4	3	-2	4	8	1	3

Remaining list, next part
SMILES	MPTP inh	A3G deaminase	Gli-Sufu block	A3A deaminase	CCR6 antagonist	NR3A LBD binder	EBI2 antag	CXCR6 inh
CC(C)[C@@H]1NC(=O)c2cc([N+](=O)[O-])cc(I)c2OCC[C@@H](C(N)=O)NC(=O)[C@H](CCC(=O)O)NC1=O	-1.0	-14	-6	-2	0	-5	-11	4
O=C(Nc1ccccc1C(=O)N1CCOCC1)C1CC(=O)N(c2ccc(F)cc2)C1 (stereo not given)	-0.6	-4	-8	2	12	0	2	7
CN(NC(=O)C1CC(=O)N(c2ccccc2)C1)C1=NS(=O)(=O)c2ccccc21 (stereo not given)	-0.5	-6	-14	2	-1	0	-2	9
COc1ccc(Cl)cc1C(=O)NNC(=S)NC1CCCCC1	3.1	-9	-3	-4	10	2	-5	12
CC(=O)Nc1ccc(S(=O)(=O)N2CCc3cc4c(cc3C2C)OCCCO4)cc1 (stereo not given)	0.1	-4	-7	1	-3	4	-9	-2
Cc1cccc(NC(=O)NCc2ccc3c(c2)OCO3)c1C	1.2	-6	-2	-5	4	-2	-5	-7
Cc1ccc(NC(=O)C2CCCC2)cc1Cl	4.1	-4	-1	-1	15	-1	-9	-1
O=C1N=c2ccccc2=C1c1sc(NS(=O)(=O)Cc2ccccc2)nc1O	6.8	-3	3	1	76*	-4	9	10
CN(C)c1ccc(C(=S)N2CCN(C(=S)Nc3cccc4ccccc34)CC2)cc1	-0.9	-10	4	0	-3	1	1	-2
CCN(CC)S(=O)(=O)c1ccc2[nH]cc(C(=O)NCCCN3CCCCC3)c(=O)c2c1	-0.2	-6	-6	4	-15	0	-15	-7
CCOC(=O)c1sc(=S)n(CC)c1NC(=O)CC	2.0	0	0	2	4	0	2	7
CC1(c2ccc3c(c2)OCO3)NC(=O)N(CC(=O)c2ccc[nH]2)C1=O (stereo not given)	-0.1	-6	-1	1	0	4	-3	-4
CC(=O)NCC1(O)CCCC(C)C1 (stereo not given)	0.4	-4	4	-3	-4	-2	-2	11
CN(NC(=O)NN(C)C(=O)c1ccccc1)C(=O)c1ccccc1	-1.6	.	8	.	15	-1	-3	-8
CCn1c(COc2ccc(Cl)cc2)nnc1SCc1ccc(C#N)cc1	-2.0	-4	8	2	13	1	5	-1
Cc1ccccc1-c1nc(CN(Cc2c(C)nn(C)c2C)C2CC2)c(C)o1	0.4	-8	22	-6	14	-2	6	7
Cc1cnc(C(=O)OCC(=O)NCCc2ccccc2)cn1	0.8	2	-3	1	13	-1	-6	0
COc1ccc(S(=O)(=O)NC(CC(=O)NCC2CCCO2)c2ccco2)cc1 (stereo not given)	0.1	-9	1	-5	-6	0	-6	-11
CC(NC(=O)[C@H](C)N1C(=O)N2CCc3c([nH]c4ccccc34)[C@@]2(C)C1=O)c1ccccc1 (stereo not given in full)	0.8	-5	8	-5	-14	-1	2	-1
CN(CC(=O)NCCc1ccc(S(N)(=O)=O)cc1)Cc1c(F)cccc1Cl	0.3	1	-19	22	-8	-3	13	-1
Cc1c(NC(=O)c2cc3c(s2)-c2ccccc2OC3)cccc1[N+](=O)[O-]	64*	-2	14	2	13	1	3	4
CC1(C)C2([N+](=O)[O-])CN(CCO)CC1([N+](=O)[O-])CN(CCO)C2	-0.7	-7	5	-1	4	1	-5	-3
O=C(CCS(=O)(=O)c1ccc(F)cc1)Nc1nnc(-c2ccc(F)cc2)o1	0.1	-13	0	3	-1	-2	-7	-2
Cc1oc(-c2ccc(Cl)cc2)nc1CSCC(=O)NCCCN1CCOCC1	0.7	-6	2	-1	19	0	-5	-13
COC(=O)c1[nH]nc2c1C(=O)N(Cc1ccccc1)C2=O	1.7	-6	1	-1	27	6	0	-4
COC(=O)c1ccccc1NC(=O)c1cncc(Br)c1	-0.8	-5	-1	-1	11	5	0	3
Cc1nc2ccccn2c1C(=O)N/N=C/c1cc(C)n(-c2ccc(Cl)cc2)c1C	12	0	1	-2	-9	1	8	-6
CCCCCC(N)=O	-1.5	-6	2	-2	2	3	-1	2
O=S(=O)(O)c1ccc(N=Nc2ccccc2)cc1	-0.6	-7	-11	-3	17	1	-8	9
Cc1c(NC(=O)c2csc3c2CCCC3)c(=O)n(-c2ccccc2)n1C	-3.1	-9	-5	-1	9	0	-9	0
COc1ccc(CCN2C(=O)CC(Cc3ccccc3)C2=O)cc1OC (stereo not given)	1.9	4	-1	6	5	0	-13	-2
Cc1ccc(NC(=O)CCC(=O)c2ccc(Br)cc2)cc1	0.4	.	-1	.	7	1	7	-2
Cc1ccc(CNC(=O)c2cncc(Br)c2)cc1	-1.0	-9	-9	-7	16	-2	17	1
O=C(CCS(=O)(=O)c1ccc(Cl)cc1)Nc1nnc(-c2ccco2)o1	0.5	-11	-4	-4	18	1	-26	6
COc1cc(-c2nc(-c3cccc(C(F)(F)F)c3)no2)cc(OC)c1OC	1.2	2	24	9	-5	2	27	1
COc1cccc(COc2cc3ccccc3nc2C)c1	97*	-4	53	0	8	2	0	-19
COc1cc2c3nnc(-c4ccc(F)cc4)c-3cn(Cc3ccccc3F)c2cc1OC	10	.	-16	.	-2	2	-13	-26
N#Cc1c(-c2ccccc2)nc(SCC(=O)Nc2ccccc2F)[nH]c1=O	-2.4	.	-2	.	-10	-8	-1	5
Clc1ccccc1-c1nn2c(COc3ccccc3)nnc2s1	-1.5	-3	4	2	-5	1	-8	2
COc1ccc(NCC(=O)N/N=C2\CCCC(C)C2)cc1 (stereo not given)	1.1	.	-6	.	-11	-1	-10	-4
O=C(c1ccc(Cl)cc1Cl)N1CCc2ccccc21	-0.2	-7	16	-8	13	-4	-11	0
Cn1cc(CCC(=O)NCc2ccc3c(c2)OCO3)c2ccccc21	-0.5	-2	-3	-1	3	0	3	4
CN(Cc1cnc2nc(N)nc(N)c2n1)c1ccc(C(=O)NC(CCC(=O)O)C(=O)O)c2ccccc12 (stereo not given)	0.1	.	58*	.	-7	-2	-6	-6
COc1ccc(Cc2nnc(NC(=O)C3CC(=O)N(c4ccccc4C)C3)s2)cc1OC (stereo not given)	-0.3	-4	3	0	6	0	-2	-22
O=C(CSc1nc2cc(Cl)ccc2s1)N1CCCc2ccccc21	2.0	-6	6	-3	27	0	11	1
CCOC(=O)C1CCN(CC(=O)N2C(C)CCCC2C)CC1 (stereo not given)	-0.1	-6	5	1	-10	0	-3	-7
O=C(NCc1ccc(Cl)cc1)C1CCN(S(=O)(=O)c2cc([N+](=O)[O-])ccc2Cl)CC1	10	-15	9	-7	-8	-3	47*	-7
Cc1ccc([N+](=O)[O-])c(OCCn2cnc3ccccc32)c1	-0.8	1	-3	1	1	0	0	1
Cc1csc(SCC(=O)NC(=O)C2CCCCC2)n1	0.5	-12	-18	-1	-8	0	5	2
CC(Oc1ccccc1)C(=O)N1CCc2ccccc2C1 (stereo not given)	-0.2	-8	-2	-5	30	-2	-3	5
CC1(C)CC(Nc2ccc(Nc3ccccc3)cc2)CC(C)(C)N1	-1.5	.	12	.	18	-8	5	-18
CC(C)NC(=O)Cn1c(SCC(=O)N2CCCCCC2)nc2ccccc21	0.4	-6	4	1	-14	1	2	-3
CC(C)[C@H](NC(=O)c1ccccc1)C(=O)Nc1ccc2c(c1)OCO2	0.7	-4	-9	16	1	0	-12	5
